MBD2 inh – inhibitors of MBD2 binding to methylated DNA, primary screen, biochemical, TR-FRET, DNA-binding domain, human. AID 686964, 2013. Methyl-CpG-binding domain protein 2 (Homo sapiens), Q9UBB5. MBD2 binding to methylated oligonucleotide. inhibition, % at 4.4 µM. actives 0.31% (n = 370,000); in the data active means inhibition above about 13%
PRMT1 inh – PRMT1 methyltransferase inhibitors, primary screen, biochemical, fluorescence polarization | Protein arginine N-methyltransferase 1 (Homo sapiens), Q99873 | recombinant PRMT1, activity-based probe fluorescence polarization | inhibition, % at 2.79 µM | actives 1.3% (n = 370,000) | AID 652257, 2013;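 active means inhibition above about 21% made by adding two undisclosed values, limit read from the data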
TCR-CD3 inh – inhibitors of human TCR-CD3 interaction, primary screen, biochemical, fluorescence, TAMRA-labeled TCR probe; inhibition, % at 9.4 µM; actives 0.37% (n = 360,000); in the data active means inhibition above about 19%;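 further: recombinant mutant TCR 2C K166C tagged with TAMRA read by polarization; 0% = receptor in buffer alone and 100% = receptor with positive control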
mABHD4 FP – ABHD4 inhibitors, primary screen, biochemical, fluorescence polarization, mouse; purified mABHD4, FP-Rh probe fluorescence polarization; inhibition, % at 8.92 µM; actives 0.54% (n = 370,000); AID 720543, 2013;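 active means inhibition exceeding the mean over every tested compound plus 3 SD, cut at about 30% in these data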;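 further: 0% = plate median of compound wells and 100% = S159A mutant with DMSO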
Target sequence (Q8VD66 whole entry, looked up): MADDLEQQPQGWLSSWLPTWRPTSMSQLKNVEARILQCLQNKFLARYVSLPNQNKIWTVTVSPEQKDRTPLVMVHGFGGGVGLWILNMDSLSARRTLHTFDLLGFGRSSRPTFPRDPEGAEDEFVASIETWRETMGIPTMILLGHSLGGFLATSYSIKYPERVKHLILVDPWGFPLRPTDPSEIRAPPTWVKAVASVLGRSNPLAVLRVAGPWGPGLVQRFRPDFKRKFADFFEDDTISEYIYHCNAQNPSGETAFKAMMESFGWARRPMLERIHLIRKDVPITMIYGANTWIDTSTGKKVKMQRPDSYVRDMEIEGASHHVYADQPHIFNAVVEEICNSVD
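Test system: mABHD4 protein | Buffer or medium: HEPES pH 7.0 buffer, 150 mM NaCl, 0.01% Pluronic F-127 | Probe or stimulus: FP-Rh fluorescent activity-based probe, added after compound pre-incubation | Timing: Pre-incubation 45 min, probe exposure 60 min, at 25 °C | Technique: Fluorescence polarization, excitation 525 nm, emission 598 nm, BODIPY TMR filters | Repeats: Single well per compound (singlicate)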
rCAG RNA binder – binders of r(CAG) RNA repeats, primary screen, biochemical, fluorescence; r(CAG) RNA repeat, TO-PRO-1 dye displacement fluorescence; inhibition, % at 3 µM; actives 1.3% (n = 370,000); AID 651821, 2012;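 active means inhibition above the plate cutoff, the mean of all test compounds on that plate plus 3 SD, cut at about 35% in these data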;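 further: 0% = DMSO alone and 100% = 100 µM mitoxantrone as full dye displacement; higher means more dye released from RNA so lower well fluorescence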
GC-B act – human GC-B receptor activators, primary screen, HEK293 GC-B cells, cGMP TR-FRET, EC30 CNP; AID 1920062, 2024; 0% at EC30 CNP, 100% saturating CNP; Atrial natriuretic peptide receptor 2 (Homo sapiens), P20594; actives 0.11% (n = 370,000); activation, % at 10 µM;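 active means activation at 10 µM reaching about 35% in either raw or pattern-adjusted values, limit read from the data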
SIAE primary – human SIAE inhibitors, primary screen, biochemical, fluorescence polarization, FP-Rh probe, 1536-well HTS. SIAE FP-Rh probe binding. Sialate O-acetylesterase (Homo sapiens), Q9HAT2. inhibition, % at 9.66 µM. actives 0.69% (n = 370,000);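 active means inhibition above a cutoff: mean of compounds within the control limits plus 3 SD of those, cut at about 17% in these data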;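 further: 0% = plate median of compound wells and 100% = probe without SIAE protein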
HTRA1 inh – HTRA1 serine protease inhibitors, primary screen, biochemical, fluorescence polarization, HTS | Q92743 | recombinant HTRA1, FP-rhodamine activity-based probe | inhibition, % at 5.96 µM | actives 0.5% (n = 340,000) | AID 504803, 2011; in the data active means inhibition above about 36%;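 further: 0% = enzyme with DMSO and 100% = wells lacking enzyme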
Target sequence (Q92743 whole entry, looked up): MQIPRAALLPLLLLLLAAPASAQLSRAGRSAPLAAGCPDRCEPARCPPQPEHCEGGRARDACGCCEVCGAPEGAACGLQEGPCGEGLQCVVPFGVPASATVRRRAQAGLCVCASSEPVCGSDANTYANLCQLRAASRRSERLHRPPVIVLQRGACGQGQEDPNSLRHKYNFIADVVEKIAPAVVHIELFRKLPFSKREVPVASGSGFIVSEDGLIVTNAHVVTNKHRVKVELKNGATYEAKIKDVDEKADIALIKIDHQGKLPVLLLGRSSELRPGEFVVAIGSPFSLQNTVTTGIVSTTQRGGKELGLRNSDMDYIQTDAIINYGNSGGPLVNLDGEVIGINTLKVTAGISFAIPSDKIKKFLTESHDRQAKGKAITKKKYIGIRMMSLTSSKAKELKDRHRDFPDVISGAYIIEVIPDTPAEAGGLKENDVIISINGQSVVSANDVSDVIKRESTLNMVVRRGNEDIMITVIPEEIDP
TDP2 inh – human TDP2 enzyme inhibitors, primary screen, biochemical, epi absorbance, recombinant enzyme | T5PNP hydrolysis, p-nitrophenol absorbance 415 nm | actives 0.34% (n = 370,000) | Tyrosyl-DNA phosphodiesterase 2 (Homo sapiens), O95551 | inhibition, % at 12.8 µM;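 active means inhibition above the mean of all tested compounds plus 3 SD, set per campaign, cut at about 25% in these data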;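 further: 0% = DMSO with enzyme and 100% = buffer with substrate but no TDP2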
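System – recombinant human TDP2 · Amount – 120 nM TDP2 per well · Buffer or medium – Mg2+-containing Tris-HCl buffer, pH 7.5 · Reagent – T5PNP substrate, 5 mM · Dosing – 12.8 µM single point, 1% DMSO · Incubation – 2 h at 37 °C · Measured by – epi absorbance · Read-out basis – percent inhibition · Benchmarks – high control without enzyme, low control DMSO plus TDP2 · Repeats – singlicate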
LEDGF integ inh – blockers of LEDGF/p75-dependent integrase strand transfer – biochemical, TR-FRET, high throughput, primary screen; inhibition, % at 3.7 µM; TR-FRET IN-LEDGF/p75 DNA integration, Eu/Cy5; AID 743269, 2014; actives 0.64% (n = 370,000);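 active means inhibition above the screen-wide mean plus 3 SD, cut at about 13% in these data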;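 further: signal is the Cy5 over europium emission ratio at 671 and 618 nm; 0% = plate median of compound wells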
Numbers without * were called inactive; · = no result given; & = joins results of further samples. These rows are one share of the data; count on the stated rates, not on these rows.

SMILES	MBD2 inh	PRMT1 inh	TCR-CD3 inh	mABHD4 FP	rCAG RNA binder	GC-B act	SIAE primary	HTRA1 inh	TDP2 inh	LEDGF integ inh
CCN1C(=O)/C(=C2\C=Cc3ccccc3N2CC)OC1=S	-1	2	6	2	-2	-3	2	1	5	-3
CC(C)(CNC(=O)CNC(=O)C1CCCCC1)N1CCOCC1	1	0	4	-3	6	0	-14	3	-12	-2
Cc1ccc(NC(=O)CN2C(=O)NC(C)(CCc3ccccc3)C2=O)cc1 (centres undefined)	3	-3	1	-1	-3	1	1	-9	0	4
Cc1ccc(NC(=O)NC(=O)COC(=O)c2ccc(O)cc2O)c(C)c1	0	1	-3	-21	7	-12	-19	0	-5	5
CC(=O)Nc1ccc(S(=O)(=O)N2CCN(c3nc(C)cc(C)n3)CC2)cc1	5	0	2	4	-1	2	-11	-1	0	-2
O=S1(=O)c2c(cccc2N2CC[C@H](O)C2)O[C@H]2CCN1C2	-5	6	·	7	2	1	-1	·	-4	-6
O=C(NC12CC3CC(CC(C3)C1)C2)c1ccc(S(=O)(=O)N2CCOCC2)cc1	-7	-3	14	-15	0	-4	-6	-3	-12	-1
c1ccc(CC2CCN(c3nnnn3-c3ccccc3)CC2)cc1	2	-3	4	-5	-5	1	-3	-18	-4	1
CCOc1ccc(NC(=O)CN(C)C(=O)c2nc3nc(C)cc(C)n3n2)cc1OCC	3	2	-4	10	0	4	5	0	7	-5
Oc1cccc(C(Nc2nccs2)c2ccc3cccnc3c2O)c1 (centres undefined)	-4	-7	2	-4	6	-2	11	10	-16	-13
Cc1ccc(NC(=O)CN(C)C(=O)C(C)N2CCN(Cc3ccccc3C)CC2)cc1 (centres undefined)	1	-4	3	-1	1	-8	-6	0	-3	-3
CC(=O)c1cccc(NC(=O)C2CCN(S(=O)(=O)c3cccs3)CC2)c1	-6	3	7	7	2	5	5	6	7	0
CCOc1cc(CN2CCSCC2)ccc1O	-4	1	-7	2	-1	2	6	-1	-6	-2
CCCSC1=C(C#N)C(c2ccc(OC)cc2)C2=C(CC(C)(C)CC2=O)N1 (centres undefined)	-4	3	-1	-5	2	2	-5	-17	1	-4
CN(C(=O)COC(=O)Cn1c(C(F)(F)F)nc2ccccc21)c1c(N)n(Cc2ccccc2)c(=O)[nH]c1=O	-4	5	0	6	-4	1	2	-2	-5	-3
O=C(O)c1cc(NCc2ccccc2)ccc1N1CCOCC1	2	0	2	7	1	3	1	1	2	-3
Cc1cccc(C)c1NC(=O)C(c1ccccc1)N1CCC2(CC1)OCCO2 (centres undefined)	-8	-3	5	-13	5	5	0	4	-10	-2
COc1ccc(Oc2c(Cl)cnn(-c3ccc(C(C)C)c(C)c3)c2=O)cc1	1	7	·	3	·	19	3	·	-4	-3
COc1cc2c(C(=O)NCCN(C)C)cn(CC(C)C)c(=O)c2cc1OC	-10	-4	6	-6	-4	-1	0	3	-2	-2
CC1CCc2cc(F)ccc2N1S(=O)(=O)c1ccc(F)cc1 (centres undefined)	4	-1	-1	1	-6	-9	-2	8	1	0
CCC(=O)Nc1c(C#N)c2nc3ccccc3nc2n1C1CCCCC1	-2	1	1	8	7	1	2	-9	7	1
Cc1ccc(NC(=O)COc2ccc3c(c2)OCO3)c(Cl)c1	-1	0	7	3	2	1	1	-3	0	3
C=CCSc1nc(C)cc(/C=C\c2ccccc2)c1C#N	5	-2	0	-1	-1	-2	7	-6	-4	-4
Cc1ccc[n+](-c2nc3ccccc3nc2C(=C=[N-])C#N)c1	-16&-16	-1&0	8&-2	-1&-6	-3&3	-3&3	3&1	1&-3	2&-3	-3&-2
CCCC(=O)OCC(=O)Nc1cc([N+](=O)[O-])ccc1OC	3	2	0	5	-3	0	0	5	0	-4
Cc1ccc(N(CC(=O)N2CCN(c3ccc(F)cc3)CC2)S(=O)(=O)c2c(C)nn(C)c2C)cc1	2	-3	10	1	1	-3	-6	-3	-6	0
CC(C)N(Cc1cnn(C)c1)C(=O)c1ccc(OC2CCN(Cc3ccccn3)CC2)cc1	-4	5	-7	2	-8	7	4	11	-6	-3
O=C(COc1ccc(Cl)cc1)Nc1nnc(C2=COCCO2)o1	-6	2	10	5	3	4	-1	7	8	1
NS(=O)(=O)c1cccc(NC(=O)Nc2ccc(Cl)cc2)c1	3	-1	-4	-22	4	-1	-14	-21	-3	2
CN1/C(=C\C(=O)C[n+]2ccc(C(=O)c3ccccc3)cc2)C(C)(C)c2ccccc21	-5	-4	-8	0	4	-1	0	1	-4	2
CCC1=C(OC(=O)N(CC)CC)N2C(=O)OC(=NCC3CC3)[C@]2(Cc2ccccc2)[C@H]2C1=CC[C@H]1C(=O)NC(=O)[C@H]12	-2	3	-2	8	-5	-4	-1	-2	8	0
CCN(CC)c1ccc(/C=N/NC(=O)c2cccc(N3CCCC3=O)c2)cc1	-6	1	6	1	-5	-5	-2	4	4	2
NC(=O)C1=C[C@@H](c2coc3ccccc3c2=O)C[C@@H](OCc2ccc(CO)cc2)O1	-1	2	13	10	-4	1	1	4	-1	0
CC(O)c1cccc(NC2=CC(=O)CC(C)(C)C2)c1 (centres undefined)	-1	1	8	0	-1	2	-6	-2	1	-4
O=C(/C=C/c1cccc([N+](=O)[O-])c1)c1ccco1	-9	-1	2	-2	0	2	4	2	-3	-3
Cc1cc2c3c(c1C)C(=O)C(=O)N3C(C)(C)CC2C (centres undefined)	-14	1	7	7	0	-2	6	12	16	0
CCC(Oc1ccccc1)C(=O)Nc1ccc(-c2nnc(-c3ccco3)o2)cc1 (centres undefined)	1	-2	-1	-34	7	1	-17	-65	-11	0
Nc1ccc(C(=O)N2CCCC2)cc1	-2	0	2	1	-1	3	3	2	7	2
COc1ccc(C(=O)OCCN(C)C2CN(Cc3cn(Cc4cccc(F)c4)nn3)S(=O)(=O)C2)cc1OC (centres undefined)	6	3	·	1	2	-1	5	·	2	-2
Cn1c(N)c(Sc2ccc(F)cc2)c(=O)n(C)c1=O	2	2	0	5	1	1	6	3	-18	-3
Cc1ccc(S(=O)(=O)NCC2Cc3ccccc3N2S(=O)(=O)c2ccc(C)cc2)cc1 (centres undefined)	-8	-4	·	-9	·	-2	-7	·	-4	7
COc1ccc(-c2ccccc2C2Cc3nnccc3CN2)cc1 (centres undefined)	4	2	3	2	5	2	-1	·	0	6
C=C1CCN([C@@H](C)C(=O)OCc2ccc(C)cc2)S(=O)(=O)c2ccccc21	-2	0	0	0	-3	4	-4	-7	-10	2
O=C1CN(C(=O)CSc2nncs2)c2ccccc2N1	7	-1	-9	2	-1	-1	6	0	-12	-1
CCn1c(=O)c(C(=O)Nc2ccccc2C)c(O)c2ccccc21	2	1	6	0	1	-16	-1	-1	7	-2
O=C(NC1CCN(S(=O)(=O)c2ccc(F)cc2)CC1)c1ccco1	-2	0	7	6	-1	1	3	0	-2	0
COc1ccc(N(CC(=O)N/N=C/c2cc(OC)ccc2OC)S(=O)(=O)c2ccccc2)cc1	-8	-2	3	0	1	3	8	-2	-3	-2
COc1ccc(NC(=O)CN(C2CCCCC2)S(C)(=O)=O)cc1OC	5	-2	0	6	-8	4	10	3	11	1
COc1ccc(C(c2sc3ncnn3c2O)N2CC(C)OC(C)C2)cc1OC (centres undefined)	8	5	-7	-10	2	1	-3	-8	0	-3
CCn1ccnc1CN(C)C(=O)C1CCC(=O)N(Cc2cccc(C(F)(F)F)c2)C1 (centres undefined)	2	4	-2	-1	-7	-4	0	4	4	-1
CC1Cc2ccccc2N1C(=O)CSc1nnc(N)s1 (centres undefined)	-4	-2	-13	-1	6	1	-2	-3	-14	2
CC(CN1CCOCC1)OC(=O)C1COc2ccccc2O1 (centres undefined)	1	1	7	-1	1	1	5	8	2	-2
Cc1ccc(NC(=O)CCC(=O)c2cccs2)cc1	3	3	-5	-2	3	0	-5	0	-6	3
Cc1cccc(OCCSc2nc3ncnc(N)c3[nH]2)c1	2	0	-2	3	1	-1	-4	6	8	1
CN(Cc1nc2ccccc2c(=O)[nH]1)C(=O)COc1ccccc1Cc1ccccc1	1	1	1	-9	-4	-6	-2	-13	-14	-2
Nc1ccc2oc(-c3ccccc3Cl)nc2c1	5	1	2	6	0	2	-1	2	-4	-3
Cc1ccc(C2(c3noc(CN(C)Cc4ccccn4)n3)CCCC2)cc1	0	3	-2	-2	-9	-7	11	4	-7	-2
CCc1c(N)nc(N)nc1Nc1ccc(C)c(C)c1	-6	0	10	1	2	-6	9	7	-10	-3
COC(=O)CN1C(=O)COc2ccc(S(=O)(=O)NCc3ccccc3)cc21	5	1	11	2	-2	-2	4	6	9	1
O=C(NCc1ccccc1)[C@@H]1CCCN1C(=O)[C@H]1CCCN1C(=O)N1CCCCC1	2	0	-2	-1	2	6	2	·	4	6

Among those listed so far, 2 contain a nitro group on carbon:
SMILES	MBD2 inh	PRMT1 inh	TCR-CD3 inh	mABHD4 FP	rCAG RNA binder	GC-B act	SIAE primary	HTRA1 inh	TDP2 inh	LEDGF integ inh
CCCC(=O)OCC(=O)Nc1cc([N+](=O)[O-])ccc1OC	3	2	0	5	-3	0	0	5	0	-4
O=C(/C=C/c1cccc([N+](=O)[O-])c1)c1ccco1	-9	-1	2	-2	0	2	4	2	-3	-3

Other entries follow.
SMILES	MBD2 inh	PRMT1 inh	TCR-CD3 inh	mABHD4 FP	rCAG RNA binder	GC-B act	SIAE primary	HTRA1 inh	TDP2 inh	LEDGF integ inh
COC(=O)c1cc(Cl)c(NC(=O)/C=C/c2ccc(Cl)cc2Cl)cc1OC	0	-1	-4	5	-1	0	-10	-14	4	-4
COc1ccc2nc(CNC(=O)C3CCC(=O)N(CCc4ccccc4)C3)[nH]c2c1 (centres undefined)	0	-1	3	-6	4	6	-8	1	-19	-1
Nc1ccn([C@@H]2O[C@H](CN=C3NS(=O)(=O)c4ccccc43)[C@@H](O)[C@H]2O)c(=O)n1	-4	-3	-4	1	2	4	-1	2	-3	4
CCn1c(SCC(=O)NC(C)(C)C)nnc1-c1ccccn1	4	2	7	1	-1	-6	-5	2	5	0
O=C(NCc1ccco1)C(c1cccs1)N(C(=O)C1COc2ccccc2O1)c1cccc(O)c1 (centres undefined)	3	2	0	-12	2	-18	-9	-21	-3	-1
COc1ccc(C=O)c(-c2c(CCO)sc3ccccc23)c1	-4	-1	2	-4	1	-4	-2	·	13	-2

From PubChem BioAssay
